C diff growth = blocks growth of Clostridium difficile. growth activity, negative = inhibition, % at 16 µg/mL (by protocol). 86,000 compounds, 0.25% hits. Clostridium difficile clinical isolate growth, OD600, 24 h; hits give low values;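 active means mean growth activity at or below -80% and every replicate also at or below -80%; inconclusive means mean at or below -80% but some replicate above -80%; inactive means mean growth activity above -80%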;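 further: 0% = DMSO wells and -100% = levofloxacin 16 µg/mL wells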
T cruzi growth = inhibitors of T. cruzi proliferation; T. cruzi beta-gal in NIH3T3, GalScreen luminescence, 90 h; inhibition, % at 8.34 µM; 77,000 compounds, 5.9% hits; AID 624255;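 active means mean inhibition above about 93%, with at least 55% of replicates each passing it, limit read from the data, passing the limit was not always enough; inconclusive means only one of those two conditions holds; inactive means neither condition holds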
Pf Dd2 inh = blocks growth of Plasmodium falciparum Dd2 parasites; 94,000 compounds, 2.3% hits; P. falciparum Dd2 growth, SYBR Green, 72 h; hits give low values; activity change, % at 10 µM; in the data active means activity change below about -80%; inconclusive means no clear call, values can overlap the other calls
GASC1 inh = inhibitors of human demethylase GASC-1 KDM4C | 96,000 compounds, 0.15% hits | GST-KDM4C 2-372, H3K9me3 peptide, LANCE TR-FRET | AID 720574 | inhibition, % at 12.5 µM;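 active means mean replicate inhibition above about 25%, with at least 55% of replicates also reaching it, limit read from the data, passing the limit was not always enough; inconclusive means only one of those two conditions met; inactive means neither condition met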
Target sequence (Q9H3R0 2-372 limits assumed): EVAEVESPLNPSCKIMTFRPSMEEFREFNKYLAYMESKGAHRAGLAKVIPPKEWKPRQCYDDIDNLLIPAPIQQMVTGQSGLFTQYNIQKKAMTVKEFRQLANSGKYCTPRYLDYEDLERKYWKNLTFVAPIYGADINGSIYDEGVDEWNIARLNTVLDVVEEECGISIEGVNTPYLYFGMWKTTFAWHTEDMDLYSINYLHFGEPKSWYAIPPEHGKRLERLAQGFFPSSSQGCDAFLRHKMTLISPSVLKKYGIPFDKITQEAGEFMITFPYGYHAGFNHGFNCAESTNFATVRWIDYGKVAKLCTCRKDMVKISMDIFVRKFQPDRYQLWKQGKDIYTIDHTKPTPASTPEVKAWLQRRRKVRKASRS
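Compound: one test concentration per compound; Material: GST-GASC-1 enzyme fragment 2-372; Amount: GASC-1 enzyme at 10 nM final in reaction; Also added: H3K9me3 peptide substrate, Fe(II), 2-oxoglutarate; Technique: LANCE TR-FRET; Times: 30 min demethylation and 1 h detection at room temperature.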
* hit, by the source's call; ? = inconclusive; · = no result given; & = joins results of further samples. Compounds were not picked by outcome. Share with any hit: about 7%.

SMILES	C diff growth	T cruzi growth	Pf Dd2 inh	GASC1 inh
O=C(C[C@H]1CC[C@H]2[C@@H](COC[C@@H](O)CN2Cc2ccc(Oc3ccccc3)cc2)O1)N1CCOCC1	·	13	-12	1.2
C[C@@H]1CN([C@H](C)CO)C(=O)c2cc(NS(=O)(=O)c3ccccc3)ccc2O[C@@H](C)CCCCO[C@@H]1CN(C)C(=O)Cc1ccccc1	·	·	-42	2.7
CC(=O)N[C@@H]1CC[C@H](CCNC(=O)Nc2ccc(C(F)(F)F)cc2)O[C@H]1CO	-94*	11	0	6.4
CO[C@H]1CN(C)C(=O)c2ccc(NS(=O)(=O)c3ccccc3C)cc2OC[C@@H](C)NC[C@@H]1C	·	-40	10	-0.2
C[C@H](CO)N1C[C@H](C)[C@H](CN(C)Cc2ccccc2)Oc2cc(C#CC(C)(C)O)ccc2S1(=O)=O	-5	60	-16	·
C[C@H]1CCCCO[C@@H](CN(C)Cc2ccc(C(F)(F)F)cc2)[C@@H](C)CN([C@@H](C)CO)C(=O)c2cc(NS(=O)(=O)c3cn(C)cn3)ccc2O1	-3	25	-12	0.3
C[C@H](CO)N1C[C@H](C)[C@H](CN(C)C(=O)Nc2cccc3ccccc23)Oc2ccc(NC(=O)Cn3cnnn3)cc2CC1=O	-12	-22	-1	1.2
CO[C@H](CN(C)C(=O)C1CCOCC1)[C@H](C)CN([C@@H](C)CO)S(=O)(=O)c1ccccc1	·	19	16	1.9
C[C@H](CO)N1C[C@H](C)[C@@H](CN(C)C(=O)Nc2ccc3c(c2)OCO3)Oc2ncc(-c3cccnc3)cc2C1=O	1	27	-28	2.0
CO[C@@H]1CN(C)C(=O)c2cc(NS(C)(=O)=O)ccc2OC[C@@H](C)N(C(=O)C2CCOCC2)C[C@@H]1C	·	-17	27	0.6
CCN1[C@@H]2Cn3c(ccc(-c4cccc(F)c4)c3=O)[C@H]1[C@@H](C(=O)NCC1CC1)[C@@H]2CO	-5	21	13	-0.4
O=C(Cc1ccccn1)N[C@@H]1CC[C@H](CCn2cc(-c3ccccc3)nn2)O[C@H]1CO	·	50	-17	-0.6
COc1ccc(C#Cc2ccc([C@@H]3[C@H](CO)N4CCCCN(C(=O)Nc5ccccc5)C[C@@H]34)cc2)cc1	60	78	-73	-2.9
N#C[C@H]1[C@@H](c2ccccc2-c2ccc(F)cc2)[C@@H](CO)N1C(=O)NC1CCCC1	-17	·	-16	0.4
C[C@@H]1CN([C@H](C)CO)C(=O)c2cc(NS(=O)(=O)c3cccs3)ccc2O[C@@H]1CN(C)S(=O)(=O)c1cn(C)cn1	-5	4	-10	0.3
COc1ccc(NC(=O)Nc2ccc3c(c2)C(=O)N([C@@H](C)CO)C[C@H](C)[C@@H](CN(C)S(=O)(=O)c2ccccc2)O3)cc1	-5	-11	-12	0.2
CNC(=O)C[C@H]1CC[C@@H]2[C@H](COc3ccc(NC(=O)c4ccccc4OC)cc3C(=O)N2C)O1	-2	28	-19	1.2
CO[C@H]1CC[C@H]2CCOc3ccc(C#N)cc3C(=O)N(C)C[C@H](C)C(=O)N(C)C[C@H]1O2	-5	2	·	-1.2
C[C@@H]1CN([C@@H](C)CO)S(=O)(=O)c2ccc(-c3ccc(C(=O)N(C)C)cc3)cc2O[C@H]1CN(C)C(=O)Cc1ccccn1	-2	30	-1	-0.7
CCCC#Cc1ccc([C@H]2[C@@H](CO)N(C(=O)NC(C)C)[C@@H]2CNC(C)=O)cc1	0	·	-6	·
C[C@@H]1CN([C@H](C)CO)S(=O)(=O)c2ccc(Br)cc2O[C@H]1CN(C)S(C)(=O)=O	-2&-2	-17&-4	-2&16	5.8
C[C@H]1CN([C@@H](C)CO)C(=O)c2cc(NC(=O)C3CC3)ccc2O[C@@H]1CN(C)Cc1ccc(C(=O)O)cc1	2	-15	2	-0.6
O=C(c1ccccn1)N1C[C@@H]2[C@H](c3ccccc31)[C@H](CO)N2C(=O)C1CCCCC1	5	-55	-14	2.0
Cc1noc(C)c1NC(=O)N(C)C[C@H]1Oc2c(NC(=O)Nc3ccc(F)cc3)cccc2C(=O)N([C@@H](C)CO)C[C@H]1C	66	-9	-30	0.1
C[C@@H]1CCCCO[C@@H](CN(C)C(=O)Cc2ccccc2)[C@H](C)CN([C@@H](C)CO)C(=O)c2cc(NC(=O)CCC(F)(F)F)ccc2O1	1	22	-2	0.1
Cc1noc(C)c1NC(=O)Nc1ccc2c(c1)C(=O)N([C@H](C)CO)C[C@H](C)[C@H](CN(C)C(=O)C1CCCCC1)OCCCC[C@@H](C)O2	-1	0	-16	-0.9
C[C@@H]1CN([C@H](C)CO)C(=O)c2cc(NC(=O)NC3CCCCC3)ccc2O[C@H]1CN(C)S(=O)(=O)c1ccccc1	-5	·	10	0.1
C[C@@H]1CN([C@H](C)CO)S(=O)(=O)c2ccc(-c3cccc(C#N)c3)cc2O[C@@H]1CN(C)C(=O)Nc1ccccc1F	5	?	-36	-0.1
C[C@H](NC(=O)C[C@@H]1C=C[C@@H](NS(=O)(=O)c2cccc(F)c2)[C@H](CO)O1)c1ccccc1	·	59	-1	-0.8
CC(C)CC#Cc1cnc2c(c1)C(=O)N([C@H](C)CO)C[C@@H](C)[C@@H](CN(C)S(C)(=O)=O)O2	-2	39	10	3.4

Some of these compounds in order of the Pf Dd2 inh value, low to high:
| Compound | C diff growth | Pf Dd2 inh | GASC1 inh |
| --- | --- | --- | --- |
| C[C@@H]1CN([C@H](C)CO)S(=O)(=O)c2ccc(-c3cccc(C#N)c3)cc2O[C@@H]1CN(C)C(=O)Nc1ccccc1F | 5 | -36 | -0.1 |
| N#C[C@H]1[C@@H](c2ccccc2-c2ccc(F)cc2)[C@@H](CO)N1C(=O)NC1CCCC1 | -17 | -16 | 0.4 |
| C[C@H]1CCCCO[C@@H](CN(C)Cc2ccc(C(F)(F)F)cc2)[C@@H](C)CN([C@@H](C)CO)C(=O)c2cc(NS(=O)(=O)c3cn(C)cn3)ccc2O1 | -3 | -12 | 0.3 |
| C[C@H](NC(=O)C[C@@H]1C=C[C@@H](NS(=O)(=O)c2cccc(F)c2)[C@H](CO)O1)c1ccccc1 | · | -1 | -0.8 |
| CC(=O)N[C@@H]1CC[C@H](CCNC(=O)Nc2ccc(C(F)(F)F)cc2)O[C@H]1CO | -94* | 0 | 6.4 |

The list goes on.
SMILES	C diff growth	T cruzi growth	Pf Dd2 inh	GASC1 inh
CCCNC(=O)N[C@@H]1CC[C@H](CC(=O)NC2CCCCC2)O[C@@H]1CO	0	·	17	-2.1
COCC(=O)N(C)C[C@H]1Oc2cc(-c3ccc(OC)cc3)ccc2S(=O)(=O)N([C@@H](C)CO)C[C@H]1C	-2	0	19	-0.9
C[C@H]1CN([C@@H](C)CO)C(=O)c2cc(NC(=O)CCC(F)(F)F)ccc2O[C@@H]1CN(C)C(=O)Nc1ccc(F)cc1	5	13	12	-3.6
CCN1[C@H](C(=O)N2CCc3ccccc3C2)[C@@H](CO)[C@@H]2Cn3c(cccc3=O)[C@@H]21	-2	81	-5	2.2
C[C@H]1CN([C@@H](C)CO)C(=O)c2cc(N(C)C)ccc2O[C@H]1CN(C)C(=O)Nc1ccc(C(F)(F)F)cc1	1	·	-49	0.6
C[C@@H]1CCCCO[C@@H](CN(C)S(=O)(=O)c2ccc(Cl)cc2)[C@H](C)CN([C@@H](C)CO)C(=O)c2cc(NC(=O)CCCN(C)C)ccc2O1	-1	68	-58	6.9
O=C(Nc1ccccc1)N[C@H]1CC[C@H](CCNS(=O)(=O)c2ccccc2F)O[C@@H]1CO	0	-39	-4	-0.7
C[C@@H]1CN([C@H](C)CO)C(=O)c2c(c3ccccc3n2C)-c2ccccc2CO[C@@H]1CN(C)Cc1cccc2c1OCCCO2	16	·	-84*	5.5
COC(=O)C[C@@H]1CC[C@@H]2[C@H](COc3ccc(NC(=O)c4cnccn4)cc3C(=O)N2C)O1	1	-7	7	2.5
Cc1ccc(S(=O)(=O)Nc2cccc3c2O[C@@H](CN(C)C(=O)Nc2ccc4c(c2)OCO4)[C@@H](C)CN([C@@H](C)CO)C3=O)cc1	0	90	-30	-0.9
C[C@H](CO)N1C[C@H](C)[C@H](CN(C)Cc2ccc(-c3ccccc3)cc2)Oc2cc(C#CC(C)(C)O)ccc2S1(=O)=O	17	122*	-54	-1.6
C[C@H]1CN([C@@H](C)CO)C(=O)c2cc(NC(=O)Nc3cccc4ccccc34)ccc2O[C@@H]1CN(C)Cc1ccncc1	0	20	-3	-0.7
O=C(Nc1ccccc1)N1CC(=O)N2[C@@H](CO)[C@H](c3ccc(C#Cc4cccnc4)cc3)[C@@H]2C1	-3	·	-20	0.1
Cc1noc(C)c1S(=O)(=O)Nc1ccc2c(c1)C(=O)N([C@@H](C)CO)C[C@@H](C)[C@H](CN(C)Cc1ccncc1)O2	-1	-15	13	0.3
CC(C)C#Cc1ccc2c(c1)O[C@@H](CN(C)C(=O)Nc1ccccc1)[C@H](C)CN([C@H](C)CO)S2(=O)=O	4	·	-17	-1.0

The closing three entries of the section before open the next one.
SMILES	C diff growth	T cruzi growth	Pf Dd2 inh	GASC1 inh
O=C(Nc1ccccc1)N1CC(=O)N2[C@@H](CO)[C@H](c3ccc(C#Cc4cccnc4)cc3)[C@@H]2C1	-3	·	-20	0.1
Cc1noc(C)c1S(=O)(=O)Nc1ccc2c(c1)C(=O)N([C@@H](C)CO)C[C@@H](C)[C@H](CN(C)Cc1ccncc1)O2	-1	-15	13	0.3
CC(C)C#Cc1ccc2c(c1)O[C@@H](CN(C)C(=O)Nc1ccccc1)[C@H](C)CN([C@H](C)CO)S2(=O)=O	4	·	-17	-1.0
COc1ccc(S(=O)(=O)N(C)C[C@@H]2Oc3ccc(N(C)C)cc3C(=O)N([C@@H](C)CO)C[C@H]2C)cc1	1	27	-3	0.7
C[C@@H]1CN([C@H](C)CO)S(=O)(=O)c2ccc(C#Cc3ccncc3)cc2O[C@@H]1CN(C)C(=O)C1CCC1	4	-70	-19	0.3
Cc1ccc(-c2ccc3c(c2)O[C@@H](CN(C)C(=O)Nc2ccccc2)[C@@H](C)CN([C@H](C)CO)S3(=O)=O)cc1	2	·	-38	12
O=C(C[C@@H]1C[C@H]2c3cc(NC(=O)Nc4ccccc4F)ccc3O[C@H]2[C@H](CO)O1)NCc1cc(F)ccc1F	5	·	-22	-1.2
CN1C(=O)c2cc(NC(=O)c3ccc(Cl)cc3)ccc2OC[C@@H]2O[C@H](CC(=O)O)CC[C@H]21	-8	13	20	-0.7
O=C(C[C@H]1C=C[C@H](NS(=O)(=O)c2ccc(F)cc2)[C@@H](CO)O1)N1CCc2ccccc2C1	0	0	5	1.6
C[C@H](CO)N1C[C@H](C)[C@@H](CN(C)S(C)(=O)=O)Oc2c(cccc2N(C)C)C1=O	-1	-3	11	-0.3
O=C([C@H]1[C@H](CO)[C@H]2Cn3c(ccc(-c4cccnc4)c3=O)[C@H]2N1CC1CC1)N1CCCCC1	3	10	-12	1.5
C[C@@H]1CN([C@H](C)CO)C(=O)c2cccc(NC(=O)Nc3ccc(F)cc3)c2O[C@@H]1CN(C)C(=O)Nc1ccc(C(F)(F)F)cc1	33	90	-47	0.6
COc1ccccc1NC(=O)N(C)C[C@@H]1Oc2ncc(C#CC(C)C)cc2C(=O)N([C@H](C)CO)C[C@H]1C	-1	29	-55	-1.5
COCC(=O)N1[C@H](C#N)[C@@H](c2ccccc2-c2cccc(F)c2)[C@H]1CO	91	·	23	-0.5
COc1ccccc1C#Cc1ccc2c(c1)[C@@H]1[C@@H](CCN1C(=O)CN1CCOCC1)[C@@H](CO)N2	-6	46	-14	-3.0
C[C@H](CO)N1C[C@H](C)[C@@H](CN(C)S(=O)(=O)c2ccccc2F)OCc2ccccc2-c2c(n(C)c3ccccc23)C1=O	-6	-107	22	-0.4
CCCNC(=O)N1C[C@H](C)[C@@H](OC)CN(C)C(=O)c2cc(NC(=O)CCC)ccc2OC[C@@H]1C	·	30	-33	2.7
C[C@@H]1CN([C@H](C)CO)C(=O)c2cc(NS(=O)(=O)c3ccccc3)ccc2O[C@@H](C)CCCCO[C@@H]1CN(C)Cc1ccncc1	-3	-182	-27	-0.8
Cc1ccc(S(=O)(=O)NCC[C@@H]2CC[C@H](NC(=O)C3CCOCC3)[C@@H](CO)O2)cc1	-1	-51	-5	-0.1
C[C@@H]1CN([C@@H](C)CO)C(=O)c2ccccc2-c2ccccc2CO[C@@H]1CN(C)S(=O)(=O)c1cccc(C#N)c1	-4	48	-31	-1.7
COc1ccc(CN(C)C[C@@H]2OCCCC[C@@H](C)Oc3ccc(NC(=O)Nc4ccc(F)cc4)cc3C(=O)N([C@@H](C)CO)C[C@@H]2C)cc1	9	86	-1	1.5
CC(C)NC(=O)N(C)C[C@H]1Oc2c(NS(=O)(=O)c3cn(C)cn3)cccc2C(=O)N([C@H](C)CO)C[C@@H]1C	-4	11	17	15
COCC#Cc1cnc2c(c1)C(=O)N([C@@H](C)CO)C[C@@H](C)[C@H](CN(C)C(=O)Nc1ccccc1F)O2	2	25	-15	-0.6
O=C(Nc1ccc2c(c1)[C@@H]1C[C@H](CC(=O)N3CCOCC3)O[C@H](CO)[C@@H]1O2)NC1CCCCC1	·	20	8	0.0
C[C@@H]1CN([C@H](C)CO)C(=O)c2cccc(NC(=O)Nc3ccc4c(c3)OCO4)c2O[C@@H]1CN(C)C	-1	·	-14	1.4

Screens: PubChem, Broad Institute
